# Source: PubChem
# aGlu spleen mod: qHTS Assay for Inhibitors and Activators of Human alpha-Glucosidase From Spleen Homogenate; 240,000 tested, 0.006% active; human spleen homogenate, 4-MU-alpha-glucoside fluorescence; Lysosomal alpha-glucosidase (Homo sapiens), P10253; Potency, µM (highest dose often 79.9 µM), for inactives: at the highest dose activity change, negative = inhibition, most hits filed as inhibitors;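 also: 0% = enzyme with vehicle and -100% = no enzyme basal signal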
#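 Enzyme source: human spleen homogenate, 1 ug/well. Buffer 50 mM citric acid/K phosphate pH 5.0, 0.01% Tween-20. 4-MU-alpha-glucoside 1 mM; 37 C x 40 min; NaOH/glycine stop; fluorescence.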
# GAA glycogen: qHTS Assay for Inhibitors and Activators of Human alpha-Glucosidase Cleavage of Glycogen; Lysosomal alpha-glucosidase (Homo sapiens), P10253; recombinant GAA, glycogen substrate, Amplex Red glucose oxidase fluorescence; Potency, µM (top dose mostly 76.4 µM), without a hit: top-dose activity change, negative = inhibition, most hits filed as inhibitors; 300,000 tested, 0.38% active; AID 2100, 2009;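 also: 0% = full enzyme reaction and -100% = no-enzyme basal signal; the screen sought inhibitors and activators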
#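 Recombinant human alpha-glucosidase (4 nM final) hydrolysed bovine liver glycogen (30 ug) for 40 min at 37 C in pH 5.0 citrate/phosphate with 0.01% Tween-20. Released glucose detected by glucose oxidase/Amplex Red, Ex 573/Em 610 nm. Compounds up to 77 uM; AC50 from Hill fits.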
# GoLoco inh red: qHTS Assay for Inhibitors of RGS12 GoLoco Motif Activity (Red Fluorophore). Guanine nucleotide-binding protein G(i) subunit alpha-1 (Homo sapiens), P63096. Gai1:RGS12 GoLoco peptide FP, rhodamine, 10 min. Potency, µM (top dose mostly 61.6 µM), without a hit: top-dose activity, negative = inhibition, actives largely listed as inhibitors. 230,000 tested, 0.44% active; active = well fitted inhibition curve with a large enough effect, not every such curve was filed as active; inactive = no such curve, though single readings can be large or run the other way; also: % is scaled to controls: 0 for no effect and ±100 for the full control effect; nearly all actives have a fitted effect of over 30% in size; many of its hits are not listed in these tables
# Target sequence (P63096 whole entry, looked up): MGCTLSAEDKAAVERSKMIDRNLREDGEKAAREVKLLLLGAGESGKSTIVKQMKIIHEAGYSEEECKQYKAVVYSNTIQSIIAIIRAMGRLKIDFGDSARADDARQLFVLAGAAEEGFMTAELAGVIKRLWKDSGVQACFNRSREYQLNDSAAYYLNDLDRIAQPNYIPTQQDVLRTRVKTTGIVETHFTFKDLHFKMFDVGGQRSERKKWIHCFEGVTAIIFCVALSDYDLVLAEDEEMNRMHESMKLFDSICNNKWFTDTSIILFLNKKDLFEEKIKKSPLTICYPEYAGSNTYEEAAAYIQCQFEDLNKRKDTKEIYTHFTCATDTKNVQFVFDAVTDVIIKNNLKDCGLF
# HTT cytoprotect: qHTS Multiplex Assay to Identify Dual Action Probes in a Cell Model of Huntington: Cytoprotection (ATP). AID 1471, 2008. Potency, µM (highest dose often 56.4 µM), inactives show cytoprotection (ATP increase), hits mostly activators. 230,000 tested, 0.14% active. PC12 HTT-Q103 induced, cytoprotection, ATP luminescence, 40 h;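 also: % of control where 0% means no effect; nearly all actives have a fitted effect of over 45% in size; toxic huntingtin expression switched on by the ecdysone agonist tebufenozide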
#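 Rat PC12, Q103 Htt exon1-GFP fusion, ecdysone promoter; tebufenozide inducer 100 nM final; compound titration; qHTS, 1500 cells/well; ATPlite luminescent read.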
# IMPase Li cell: qHTS Assay for Identifying the Cell-Membrane Permeable IMPase Inhibitors: Potentiation with Lithium. CHO-M1 cells, IP1 TR-FRET (IP-One), carbachol + lithium. Potency, µM (highest dose often 59.4 µM), without a hit: at the top dose activity, negative = IMPase inhibition, actives largely listed as inhibitors. 210,000 tested, 0.35% active. AID 1457, 2008;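 also: IP1 builds up when IMPase is blocked and the TR-FRET signal falls; plate controls were basal vehicle for no effect and high inhibitor control for full effect; nearly all actives have a fitted effect of over 50% in size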
#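 Concentration–response in CHO-M1 cells, lithium-potentiated; 30 min at 37C. IP1 detected by competitive TR-FRET after 10 min lysis at RT. Hill-fitted AC50.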
# HttQ103 aggreg: qHTS Multiplex Assay to Identify Dual Action Probes in a Cell Model of Huntington: Aggregate Formation (GFP). PC12 HttQ103-GFP aggregates, Acumen cytometry, 40 h. Potency, µM (top dose mostly 46.1 µM), for the others: top-dose activity change, negative = inhibition, most hits filed as inhibitors. 220,000 tested, 1.1% active; also: % is scaled to controls: 0 for no effect and ±100 for the full control effect; nearly all actives have a fitted effect of over 60% in size
#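 Using laser scanning cytometry, GFP-positive aggregates were counted after lysis of PC12 cells induced with 100 nM tebufenozide to express HTT exon 1 Q103–GFP. Compounds were tested in titration.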
# GAA inhib: qHTS Assay for Inhibitors of Human alpha-Glucosidase as a Potential Chaperone Treatment of Pompe Disease. Lysosomal alpha-glucosidase (Homo sapiens), P10253. purified human GAA, 4-MU-alpha-glucoside fluorescence. Potency, µM (titrated, usually from 76.9 µM), for the others: at the top dose activity change, negative = inhibition, actives largely listed as inhibitors. 200,000 tested, 0.005% active. AID 1466, 2008;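 also: plate controls were uninhibited enzyme wells for no effect and no-enzyme background for full effect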
#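 Fluorescence at Ex 365/Em 440 nm from 4-methylumbelliferone reported enzyme activity after 20 min at room temperature. Reactions used 4 nM enzyme and 400 uM substrate at pH 5.0; curves fitted with the Hill equation.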
# * marks the source's active call; other numbers are inactive results; ? = inconclusive; nt = no result given; [ ] = dose if it differs, or a comment. Unless noted, calls follow the shape of the dose curve; as a rule, active = well fitted curve in the direction sought with a large enough effect; inconclusive = small, poorly fitted or top-dose-only effect, or another doubt; inactive = no such curve, though single readings can be large; an effect the other way counts as inactive or inconclusive. Potency is read from the fitted curve at half-maximal effect. Some of the compounds tested; rates above refer to the full screens.
SMILES,aGlu spleen mod,GAA glycogen,GoLoco inh red,HTT cytoprotect,IMPase Li cell,HttQ103 aggreg,GAA inhib
COc1ccc([N+](=O)[O-])cc1NC(=S)NC(NC(C)=O)C(Cl)(Cl)Cl (centres undefined),-3.7%,2.6%,2.9%,-2.7%[10 µM],nt,-6.6%[9.22 µM],nt
CCOc1ccc(CCNC(=O)c2cccnc2N2CCCC2)cc1OCC,-18.9%,2.3%,5.8%,5.1%[0.074 µM],-2.9%,-11.6%,7.4%
O=C(O)CCNS(=O)(=O)c1ccccc1C(F)(F)F,-6.6%,-0.4%,-5.5%,18.8%,1.9%,11.6%,3.3%
CCc1ccccc1-n1c(-c2ccncc2)n[nH]c1=S,-4.7%,?,-34.1%,-3.6%,-13.9%[38.3 µM],-18.9%,-1.5%
O=C(Nc1nnc(CCc2ccccc2)s1)c1cccs1,-16.6%,-3.4%,-12.3%,-25.3%,-18.9%[38.3 µM],-18.9%,2.0%
O=C(CN1C(=O)c2ccccc2C1=O)NCC(=O)OCC(=O)c1ccc(Br)cc1,3.6%,16.8%,-2.3%,11.8%,-10.2%[38.3 µM],5.6%,?
Cc1ccc(-c2nn3c(C)nnc3s2)cc1NCc1c(F)cccc1Cl,-8.8%,2.1%,6.2%,-13.4%,11.2%[38.3 µM],29.5%,-6.8%
O=C(Cn1cnc2ccccc21)Nc1cccc([N+](=O)[O-])c1,nt,nt,-7.5%,-9.2%,0.8%,-17.5%,-9.3%
O=C(Cc1c(O)c2ccccc2[nH]c1=O)NCc1ccc(F)cc1,-5.7%,4.3%,-2.1%,-10.4%[10 µM],26.0%[38.3 µM],-7.3%,-1.1%
O=C(NCC1CCCO1)/C(=C\c1ccc(Cl)cc1)NC(=O)c1ccccc1 (centres undefined),-0.9%,-10.1%,-11.2%,-7.0%,3.8%[38.3 µM],-4.3%,-10.8%
Cc1ccc(CNC(=O)CNS(=O)(=O)c2cccc3nsnc23)cc1,-2.5%,-11.4%,9.1%,0.4%,-14.2%[38.3 µM],11.9%,-4.6%
CC(NC(=O)c1cccc(S(=O)(=O)N(C)C)c1)c1nc2ccccc2[nH]1 (centres undefined),4.9%,0.2%,7.7%,26.8%[10 µM],4.6%,8.1%,1.6%
C=CCNC(=O)COC(=O)c1cccnc1Nc1ccccc1F,nt,1.1%,6.4%,-57.5%,-0.9%,-2.9%,-6.2%
COC(=O)c1ccc(CN(c2ccccn2)S(=O)(=O)c2ccccc2)cc1,1.8%,4.5%,3.0%,7.0%,3.3%[38.3 µM],2.3%,-12.3%
CC(C)c1nc2oc3c(NCc4cccnc4)ncnc3c2c2c1CCC2,-4.6%,0.6%,4.6%,-14.4%[0.074 µM],14.3%[38.3 µM],-4.9%,-1.2%
COc1ccc(/C=C/C(=O)O)cc1S(=O)(=O)N1CCCc2ccccc21,1.3%,-4.8%,8.8%,20.6%[10 µM],-5.7%,21.7%[9.22 µM],12.7%
COc1ccc(OCCCC(=O)NCCc2ccccc2)cc1,2.6%,2.8%,-1.9%,29.9%[10 µM],-5.2%,11.5%,0.6%
CC(NC(=O)C(=O)NCCCn1ccnc1)c1ccccc1 (centres undefined),1.4%,-1.3%,3.3%,-5.7%[10 µM],1.2%,-11.3%[9.22 µM],0.8%
CSc1nnc(C)c(=O)n1COC(=O)c1ccc(S(=O)(=O)N2CCCC2)cc1,-1.3%,-4.2%,-8.5%,1.3%[10 µM],3.6%,2.1%,-9.2%
O=c1[nH]c(SCc2ccc(Cl)cc2)nc2c1CCC2,-17.9%,3.6%,1.3%,-11.9%,-7.2%[38.3 µM],-6.2%,-4.4%
Cc1ccc(OCCCC(=O)Nc2nnc(C3CCCO3)s2)c(C)c1 (centres undefined),-0.6%,4.6%,7.1%,43.8%[10 µM],-2.4%,30.7%[9.22 µM],?
COc1ccc(NC(=O)Nc2cc(F)ccc2C)cc1,-9.9%,-3.0%,-11.3%,-63.9%[inhibitor],4.2%,?,-13.6%
Cc1ccc(NC(=O)c2c([N+](=O)[O-])c(C(C)(C)C)nn2C)c(C)c1,-2.5%,-1.0%,3.1%,nt,4.8%,6.1%,-29.4%
O=C(CSc1nnc(-c2cccnc2)o1)Oc1ccccc1,-9.1%,1.7%,-1.6%,-6.4%[10 µM],-1.4%[38.3 µM],21.8%,1.1%
COc1ncc2nc(-c3ccc(Cl)cc3)c(=O)n(CCC#N)c2n1,6.4%,nt,2.0%,-4.1%,-8.4%,nt,nt
Cc1ccc(CN2C(=O)C[C@@H](NS(=O)(=O)c3ccc4ccccc4c3)C/C=C\C2c2ccc(C)cc2)cc1 (some centres undefined),2.1%,nt,-6.2%,nt,-0.6%,nt,nt
CCOC(=O)CSc1nc2sc(C)c(C)c2c(=O)[nH]1,-2.5%,-5.3%,-26.3%,-2.6%,-29.9%[38.3 µM],7.7%,0.8%
CC(=O)NCCc1nc2ccccc2[nH]1,-14.6%,-0.2%,9.6%,-0.7%,6.3%,?,-9.6%
CN1C(=S)N(c2cccnc2)C(=O)/C1=C\c1ccc(C(C)(C)C)cc1,-5.0%,0.7%,56.2%[activator],-15.9%[10 µM],23.9%,-23.5%,-9.5%
Cn1c(=O)c2[nH]cnc2n(-c2ccccc2)c1=O,8.2%,2.3%,5.1%,-18.2%,-0.3%[38.3 µM],9.0%,2.4%
N#Cc1c(-c2ccco2)ccn(Cc2cccc(F)c2)c1=O,-24.6%,7.2%,10.7%,-1.0%[10 µM],-1.5%,18.2%,8.0%
O=C(c1cccs1)[C@@H]1[C@@H]2C(=O)N(Cc3ccc4c(c3)OCO4)C(=O)[C@@H]2C2c3ccccc3C=CN21 (some centres undefined),-0.7%,2.1%,62.5%[activator],11.8%,10.0%[38.3 µM],14.7%,-1.6%
COC(=O)c1cc(OC)nc2ccc(Br)cc12,-8.2%,-8.5%,3.8%,-12.9%[10 µM],nt,-4.5%[9.22 µM],-1.1%
COc1cc(CC(=O)OCC(=O)Nc2ncc(Cl)cc2Cl)cc(OC)c1OC,-1.6%,-4.4%,4.6%,14.7%,-7.2%[38.3 µM],-10.7%,-3.0%
Cc1cc(C(F)(F)F)n(-c2ccc(N)cc2)n1,1.3%,-6.1%,3.8%,-34.3%[inhibitor],1.9%,-11.1%,-6.1%
CCOC(=O)c1c(NC(C)=O)sc2c(OC)cccc12,-5.4%,8.9%,4.0%,-7.8%,-13.8%[38.3 µM],-6.1%,4.2%
Cc1cc2nc(C)n3c4ccccc4nc3n2n1,4.8%,-6.8%,4.9%,-14.4%,-1.7%[38.3 µM],1.3%,0.5%
COc1ccc(Cc2c3cc(OC)c(OC)cc3cc[n+]2C)cc1OC,2.8%,-1.3%,-81.4%,-18.1%[10 µM],nt,-24.3%[9.22 µM],nt
COc1cc(NC(=O)Cc2cccs2)cc(OC)c1,-7.0%,5.4%,7.5%,-27.2%,27.8%[38.3 µM],-12.0%,-12.2%
CCOc1ccc(OCC)c(S(=O)(=O)NC2CC(C)(C)NC(C)(C)C2)c1,4.3%,5.4%,6.9%,-29.6%,1.3%,-10.8%,4.8%
CCOC(=O)c1cnc2c(OC)cccc2c1NCc1cccnc1,3.7%,4.2%,6.9%,-9.0%[10 µM],20.4%,6.6%[9.22 µM],?
CCN1CCN(CC(O)COCc2ccccc2)CC1 (centres undefined),-4.0%,-0.1%,5.2%,18.6%[10 µM],-3.7%[38.3 µM],-10.7%,-1.1%
Cc1csc(NC(=O)CSc2nc3ccccc3c(=O)[nH]2)n1,5.4%,0.2%,2.2%,-31.9%[10 µM],1.0%[38.3 µM],-28.2%,-3.0%
O=C(NCCc1ccccc1)C(=O)NCC1CCNCC1,-7.3%,0.6%,-6.5%,-8.6%,5.4%,-11.7%,-2.0%
CCOC(=O)Cc1csc(NC(=O)c2cc3ccccc3o2)n1,15.0%,-1.6%,24.1%,-132.3%[inhibitor],14.9%,-7.6%,-7.9%

# Ordered by the number under GoLoco inh red (high to low): some entries from above.
canonical_smiles | aGlu spleen mod | GAA glycogen | GoLoco inh red | IMPase Li cell | HttQ103 aggreg | GAA inhib
CCOC(=O)Cc1csc(NC(=O)c2cc3ccccc3o2)n1 | 15.0% | -1.6% | 24.1% | 14.9% | -7.6% | -7.9%
O=C(O)CCNS(=O)(=O)c1ccccc1C(F)(F)F | -6.6% | -0.4% | -5.5% | 1.9% | 11.6% | 3.3%
O=C(Cn1cnc2ccccc21)Nc1cccc([N+](=O)[O-])c1 | nt | nt | -7.5% | 0.8% | -17.5% | -9.3%

# Further records:
SMILES,aGlu spleen mod,GAA glycogen,GoLoco inh red,HTT cytoprotect,IMPase Li cell,HttQ103 aggreg,GAA inhib
CN(/N=C/c1cccs1)c1cc(=O)n(C)c(=O)[nH]1,1.2%,3.2%,5.8%,21.3%[1.9 µM],6.6%,-2.6%,-3.0%
CC(C)Sc1nnc(CNC(=O)C23CC4CC(CC(C4)C2)C3)n1C1CCCCC1,-2.3%,-6.8%,6.7%,-10.2%[10 µM],-4.0%,-19.8%,1.1%
COc1cccc(Cn2c(=O)c(-c3ccc(Cl)cc3)nc3cnc(OC)nc32)c1,-4.1%,nt,-3.9%,-17.9%,1.2%,nt,nt
CC(=O)Nc1ccc(C(=O)c2ccccc2)cc1,-1.5%,-15.5%,nt,-10.0%,nt,-7.3%,0.3%
COc1ccccc1N1CCN(C(=O)c2ccc(Cl)c(S(=O)(=O)NCc3ccco3)c2)CC1,-5.5%,-0.9%,-1.7%,-26.5%,10.3%[38.3 µM],22.9%,-1.4%
CCCC(=O)NC(=S)Nc1ccccc1C(=O)OC,-8.9%,-4.2%,-1.7%,-5.6%,2.4%[38.3 µM],-3.9%,0.5%
Cc1c(C)n(CCC#N)c2ccc(Cl)cc12,3.4%,-4.3%,1.2%,-7.4%[10 µM],-12.3%,0.4%,-6.0%
Cn1c(CCNC(=O)c2cccs2)n[nH]c1=S,7.6%,-0.4%,1.8%,-8.2%[10 µM],0.0%,5.8%,-0.7%
